Screening data deposited in PubChem BioAssay by several laboratories.
FXIa inh 1536 = human FXIa protease inhibitors, primary screen, biochemical, 1536-well | purified FXIa, Boc-Glu-Ala-Arg-AMC fluorogenic substrate | inhibition, % at 5 µM | 220,000 compounds, 0.14% hits;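 active = inhibition of at least 40%; inactive = inhibition below 40%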;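 note: fluorescence of freed AMC excited at 355 nm; 0% = enzyme without compound and 100% = no enzyme blank; many of its hits are not listed in these tables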
Mdm2 ligase inh = MDM2-luciferase reporter signal enhancers, primary screen, MDM2 E3 ligase inhibitor project, cell-based, luminescence, 1536-well; E3 ubiquitin-protein ligase Mdm2 (Homo sapiens), Q00987; cell-based MDM2 ubiquitination luciferase reporter, 2 h; 0 = plate control, 100 = twice control, blank-subtracted; signal enhancement, % at 5 µM; 210,000 compounds, 0.11% hits;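 active = signal enhancement of 30% or more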;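 note: luminescence tracks abundance of the self-degrading MDM2-luciferase fusion protein; higher signal means inhibition of MDM2 E3 ligase activity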
Target sequence (Q00987 whole entry, looked up, the tested form may be a part): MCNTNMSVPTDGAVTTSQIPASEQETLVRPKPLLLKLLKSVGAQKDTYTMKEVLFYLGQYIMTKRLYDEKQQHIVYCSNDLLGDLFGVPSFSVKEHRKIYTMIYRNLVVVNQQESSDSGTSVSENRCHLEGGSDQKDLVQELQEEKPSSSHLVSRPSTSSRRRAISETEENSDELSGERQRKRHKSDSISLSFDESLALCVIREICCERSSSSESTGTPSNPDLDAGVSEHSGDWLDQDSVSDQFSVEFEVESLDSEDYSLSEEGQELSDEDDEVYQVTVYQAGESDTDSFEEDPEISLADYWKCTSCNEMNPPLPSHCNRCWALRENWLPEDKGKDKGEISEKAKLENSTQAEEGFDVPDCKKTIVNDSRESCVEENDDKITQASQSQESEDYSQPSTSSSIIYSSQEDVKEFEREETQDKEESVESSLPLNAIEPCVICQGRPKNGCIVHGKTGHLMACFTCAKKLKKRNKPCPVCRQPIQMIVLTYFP
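Timing – 2 h compound exposure at 37 °C · Assay system – mammalian cells stably expressing self-ubiquitinating, self-degrading MDM2 E3–luciferase fusion · Amount – 2000 cells seeded into each well · Measure – % luminescence enhancement versus blank-corrected plate control mean · Measured by – SteadyLite luminescence, 15 min reagent step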
p97 ATPase inh = inhibitors of human p97 ATPase, primary screen, biochemical | Transitional endoplasmic reticulum ATPase (Homo sapiens), P55072 | recombinant p97 ATPase, Kinase-Glo ATP luminescence, 3 h | inhibition, % at 8 µM | 220,000 compounds, 0.42% hits; in the data active = inhibition above about 15%;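 note: 0% = DMSO vehicle and 100% = wells lacking enzyme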
14-3-3 Bad PPI = inhibitors of 14-3-3 zeta/Bad binding, primary screen, biochemical, TR-FRET, bovine 14-3-3 zeta. 220,000 compounds, 0.71% hits. TR-FRET 14-3-3zeta/Dy647-pBad peptide displacement, 1 h. inhibition, % at 21.7 µM. AID 781, 2007;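 active = inhibition above about 70%, limit read from the data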;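 note: 0% = full 14-3-3 plus peptide FRET controls and 100% = background without 14-3-3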
Target sequence (P63103 whole entry, looked up): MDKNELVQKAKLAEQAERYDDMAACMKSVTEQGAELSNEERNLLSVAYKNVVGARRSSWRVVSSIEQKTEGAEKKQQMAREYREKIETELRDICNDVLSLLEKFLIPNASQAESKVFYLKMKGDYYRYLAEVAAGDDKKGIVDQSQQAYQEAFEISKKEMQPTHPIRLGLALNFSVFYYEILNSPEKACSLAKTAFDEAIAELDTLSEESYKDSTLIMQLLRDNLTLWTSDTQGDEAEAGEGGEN
Rad51 HR inh = human RAD51 strand exchange inhibitors, primary screen, biochemical, fluorescence; DNA repair protein RAD51 homolog 1 (Homo sapiens), Q06609; hRad51 DNA strand exchange, fluorescence dequenching; inhibition, % at 10 µM; 200,000 compounds, 0.085% hits;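 active = inhibition above 40% at the single screening dose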;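 note: 0% = DMSO control wells and 100% = blanks with heterologous ssDNA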
Target sequence (Q06609 whole entry, looked up): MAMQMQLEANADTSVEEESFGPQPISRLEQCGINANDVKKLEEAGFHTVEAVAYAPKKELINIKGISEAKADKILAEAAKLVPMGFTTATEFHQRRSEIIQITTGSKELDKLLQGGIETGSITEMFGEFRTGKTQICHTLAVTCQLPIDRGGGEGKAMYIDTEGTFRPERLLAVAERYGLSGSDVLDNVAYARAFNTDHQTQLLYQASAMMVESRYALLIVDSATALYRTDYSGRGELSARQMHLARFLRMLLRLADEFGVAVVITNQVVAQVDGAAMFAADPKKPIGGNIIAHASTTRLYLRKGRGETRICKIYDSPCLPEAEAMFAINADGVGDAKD
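Read-out basis: percent inhibition relative to plate controls and blanks / Assay system: human Rad51 nucleoprotein filaments preassembled on unlabelled ssDNA / Timing: filaments 15 min 37 °C, then compound 30 min / Control set: per-plate controls and blanks / Technique: fluorescence dequenching at 485/520 nm / Compound: 10 µM final, single point / Also added: Fluorescein- and BHQ1-tagged 47-mer duplex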
KLK5 inh = human KLK5 protease inhibitors, primary screen, biochemical, 1536-well. Kallikrein-5 (Homo sapiens), Q9Y337. recombinant hK5, fluorogenic AMC substrate cleavage. inhibition, % at 5 µM. 210,000 compounds, 0.59% hits;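 active = inhibition of 40% or more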;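 note: 0% = enzyme controls without compound and 100% = no-enzyme blanks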
eIF4E 4G PPI = eIF4E–eIF4G protein interaction inhibitors, primary screen, biochemical, uHTS, TR-FRET, eIF4GI fragment. Eukaryotic translation initiation factor 4E (Mus musculus) + Eukaryotic translation …. TR-FRET eIF4E-eIF4GI(517-606) binding, 2 h. inhibition, % at 21.7 µM. 220,000 compounds, 0.37% hits;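 active = inhibition above about 30%, limit read from the data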;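 note: 0% = full FRET control wells and 100% = background wells lacking eIF4GI fragment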
Wee1 stabilizer = Wee1 degradation inhibitors, primary screen, cell-based, HeLa, Wee1K328M-luciferase, luminescence. HeLa Luc-Wee1K328M stability; 100% = proteasome inhibitor MG132 effect. Wee1-like protein kinase (Homo sapiens), P30291. AID 1321, 2008. 220,000 compounds, 1.2% hits. reporter increase, % at 5 µM;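 active = activation above the mean of all tested compounds plus 3 SD, set per screening run, cut at about 8.8% in these data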;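 note: cells exposed to compound for 20 h before luminescence read; 0% = DMSO alone and 100% = MG132 at 30 µM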
FXIIa inh 1536 = human FXIIa protease inhibitors, primary screen, biochemical, 1536-well. Coagulation factor XII (Homo sapiens), P00748. purified FXIIa, Boc-QGR-AMC fluorogenic substrate, 2 h. inhibition, % at 5 µM. 220,000 compounds, 0.3% hits; in the data active = inhibition above about 40%;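 note: 0% = enzyme with no compound and 100% = blank without enzyme; many of its hits are not listed in these tables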
* marks the source's active call; other numbers are inactive results; . = no result given; [ ] = another dose, or the depositor's remark.

SMILES	FXIa inh 1536	Mdm2 ligase inh	p97 ATPase inh	14-3-3 Bad PPI	Rad51 HR inh	KLK5 inh	eIF4E 4G PPI	Wee1 stabilizer	FXIIa inh 1536
O=C(NCc1nc(-c2ccc(C(F)(F)F)cc2)no1)Nc1ccc(OC(F)(F)F)cc1	1	-4	6	-1	10	1	5	4	8
FC(F)(F)c1ccc(/C=N/N2CCN(Cc3cccc4ccccc34)CC2)cc1	4	-21	0	-18	-3	-20	-9	1	19
O=C(COc1ccc(S(=O)(=O)NC2CCCCC2)cc1Cl)NCc1cccnc1	-5	-8	-2	21	-8	7	7	2	3
CC1CCN(C(=O)CSCC(=O)O)CC1	5	-14	-8	8	-7	-1	2	-1	10
CCCCn1c(SC(C)C(=O)c2ccc(OC)cc2)nc2cc(S(N)(=O)=O)ccc21 (stereo not drawn)	4	-6	-1	-2[fluorescence artefact?]	-5	-4	-1	-1	20
O=C(CCc1ccccc1)NNc1ccc(F)cc1	-1	-12	4	-4	4	-3	4	1	9
N#Cc1c(OCC(=O)c2ccccc2)nc2c(c1-c1ccco1)CCc1ccccc1-2	8	.	3	-14	-3	-11	1[fluorescence artefact?]	0	15
C=C(C)CNC(=S)N/N=C(\C)c1ccc(OC)cc1	4	9	4	6[fluorescence artefact?]	-6	-4	-2	1	11
Oc1ccc2ccccc2c1C=NC1CCCCC1	20	-21	-3	-3	.	.	4	-2	29
Cc1ccc(S(=O)(=O)N2CCN(Cc3cc(C(C)C)ccc3O)CC2)cc1	14	-6	-6	-10	3	3	1	1	43*
Fc1ccccc1N1CCN(C(c2ccncc2)c2nnnn2C2CCCC2)CC1 (stereo not drawn)	3	-2	4	-5	-2	-6	-5	0	-7
Cc1ccnc(SCC(=O)N2CCC(C(N)=O)CC2)n1	5	-18	-1	-9	-2	1	1	-1	12
COc1cc(NC(=O)CN(C)Cc2cccc(F)c2)c(C)cc1[N+](=O)[O-]	-2	-5	-2	-6	0	3	0	0	5
FC(F)(F)c1cccc(CN2CCCCCC2)c1	-9	-8	-5	2	-7	1	1	1	-1
O=C(CCC(=O)N1CCN(S(=O)(=O)c2cccc(F)c2)CC1)c1cccs1	-10	-4	2	-13	19	-4	-2	1	8
COc1ccc(C(=O)Nc2sc3c(c2C(=O)NCc2ccco2)CCCC3)cc1OC	3	-13	-1	20[fluorescence artefact?]	-5	5	-3	4	11
Cc1nc(NC(=S)NC(=O)c2cccs2)sc1C(=O)N(C)C	-1	-3	1	-5	-3	0	-1	2	5
CC(=O)Nc1ccc(NC(=O)COc2ccc([N+](=O)[O-])cc2)cc1	0	-24	9	-4	-25	0	2	-5	6
COc1ccc(OC)c(NC(=O)CC(NC(C)=O)c2ccccc2)c1 (stereo not drawn)	-1	10	5	-12	1	1	1	-3	10
Cc1ccc(NC(=S)NCCc2ccccc2)nc1	54*	-7	-1	-13	-4	10	4	-3	13
O=C(NCc1ccncc1)C(=O)Nc1nc(C23CC4CC(CC(C4)C2)C3)cs1	1	-12	-2	-1[fluorescence artefact?]	-3	-15	3	-1	4
Cc1ccccc1NC(=O)c1sc(Cl)nc1C	1	-17	7	-6[fluorescence artefact?]	6	1	-3[fluorescence artefact?]	-1	13
Cc1c(NC(=O)CSc2ncn[nH]2)c(=O)n(-c2ccccc2)n1C	18	-7	-1	3	-2	-7	-2[fluorescence artefact?]	-2	27
COCCNC(=O)CN(C)S(=O)(=O)c1ccc(Br)cc1	-6	-8	0	-9[fluorescence artefact?]	.	-11	-1[fluorescence artefact?]	-1	7
CCn1cc(C(=O)NC(=S)Nc2sc3c(c2C(=O)OC)CCCCCC3)cn1	1	-10	5	11	1	-4	1	-2	3

Exported with two lines to a compound: 2 of the compounds above.
Sequence of screens: FXIa inh 1536, Mdm2 ligase inh, p97 ATPase inh, 14-3-3 Bad PPI, Rad51 HR inh, KLK5 inh, eIF4E 4G PPI, Wee1 stabilizer, FXIIa inh 1536
CCCCn1c(SC(C)C(=O)c2ccc(OC)cc2)nc2cc(S(N)(=O)=O)ccc21 (stereo not drawn)
    4, -6, -1, -2[fluorescence artefact?], -5, -4, -1, -1, 20
O=C(CCc1ccccc1)NNc1ccc(F)cc1
    -1, -12, 4, -4, 4, -3, 4, 1, 9

(next part)
SMILES	FXIa inh 1536	Mdm2 ligase inh	p97 ATPase inh	14-3-3 Bad PPI	Rad51 HR inh	KLK5 inh	eIF4E 4G PPI	Wee1 stabilizer	FXIIa inh 1536
CCOC(=O)N1CCC(NC(=O)C2CCCN(S(=O)(=O)c3cccnc3)C2)CC1 (stereo not drawn)	7	-34	8	1[fluorescence artefact?]	-5	-6	0	-1	15
O=C(CN1C(=O)COCC1=O)N1CCOCC1	0	-12	5	8	9	-4	-1[fluorescence artefact?]	1	8
CCOC(=O)c1ccc(S(=O)(=O)Nc2cc(C(C)(C)C)no2)cc1	5	-9	0	-3	-5	-16	-8[fluorescence artefact?]	0	11
CSc1cccc(CN2CCC(CO)(Cc3cccc(C(F)(F)F)c3)CC2)c1	-3	-12	-2	-9	.	.	-2	2	7
CNC(=O)CSc1nc(-c2ccccc2)c(-c2ccccc2)o1	-5	-8	-4	-2	-3	-6	-2	1	-1
CN1CCN(C(=O)c2cnn3c(C(F)(F)F)cc(-c4ccc5c(c4)OCO5)nc23)CC1	14	-20	-5	13	2	-18	4	-1	18
Cc1ccc(OCC(=O)OCC(=O)Nc2sccc2C(N)=O)cc1C	11	-10	4	0	8	-7	5[fluorescence artefact?]	-1	11
COCC1CCN(Cc2cn[nH]c2-c2ccc(OC)c(F)c2)C1 (stereo not drawn)	4	-12	3	4	.	1	-2	2	8
O=C(NN1CCOCC1)c1cc(-c2ccc(Br)cc2)nc2ccccc12	-7	-1	3	-19	1	-57	58*	3	2
CCC(=O)Nc1ccc(Br)cn1	-4	6	3	-1	0	-3	0	-1	4
COc1cc(C(=O)OCCN2CCOCC2)ccc1O	2	-8	2	2	-6	-16	-7[fluorescence artefact?]	-1	11
OC1(c2cccc(C(F)(F)F)c2)CCN(Cc2nnnn2Cc2ccccc2)CC1	-2	-14	-1	-15	2	-4	0	-1	5
CCOc1ccc2c(c1)nc(C)n2C	2	-11	9	4	.	2	4	-2	6
CC1CCN(C(=O)CCc2nc3cc(S(=O)(=O)N(C)C)ccc3n2C)CC1	-3	-3	-4	18	0	-4	9	-1	13
COCC1=C(C(=O)OC)C(c2ccco2)n2ncnc2N1 (stereo not drawn)	2	-78	10	-7	19	0	-5	-1	3
O=[N+]([O-])c1cc(-c2cnc3ccccc3n2)ccc1Oc1ccc(F)cc1	-6	-15	-7	0	0	1	0	8	11
Cc1ccc(C(=O)NCCCNc2ccccc2[N+](=O)[O-])cc1	-2	15	-6	5	-3	1	-2	-2	2
CCSCc1nnc(SCC(=O)Nc2nc(C)cs2)n1C	-1	-13	3	0	-55	-6	-1	1	4
O=C(CSc1cn(CCNC(=O)c2cccs2)c2ccccc12)NCC1CCCO1 (stereo not drawn)	-8	-11	9	1	4	1	-4	7	1
O=C(CCC1COc2ccccc2O1)NC1CCCCC1 (stereo not drawn)	2	-2	5	5	-5	-18	10[fluorescence artefact?]	0	6
Cc1nc(S(=O)(=O)c2cccc(Cl)c2)nc2c1CCC2	1	-12	1	6	.	-7	8[fluorescence artefact?]	0	14
O=C(c1cc(=O)[nH]c2ccccc12)N1CCN(c2cccc(C(F)(F)F)c2)CC1	-1	-7	-1	-3	-6	3	2	2	.
Nc1nnn(CC(=O)N/N=C/C=C/c2ccccc2)n1	2	-14	1	-5	.	-4	4	-4	12
COc1ccc(C2CC(=O)c3cnc(NC(=O)c4cc(OC)cc(OC)c4)nc3C2)cc1 (stereo not drawn)	-2	-3	7	-2[fluorescence artefact?]	-1	-3	1[fluorescence artefact?]	1	4
Cc1ccccc1OCCCC(=O)Nc1ccccc1C(F)(F)F	9	-6	2	2	-4	5	-12	0	39

Next part:
SMILES	FXIa inh 1536	Mdm2 ligase inh	p97 ATPase inh	14-3-3 Bad PPI	Rad51 HR inh	KLK5 inh	eIF4E 4G PPI	Wee1 stabilizer	FXIIa inh 1536
COc1ccc(-c2noc(CN(C(=O)c3c(-c4ccccc4Cl)noc3C)C(C)C)n2)cc1	0	13	-7	1	-8	-12	-7	-3	-7
COC(=O)CNc1nc(C2CC2)nc2c1nnn2Cc1ccccc1Cl	7	1	-3	6	.	-17	0	-3	17
O=C(CNC(=O)c1ccco1)OCN1C(=O)c2ccccc2C1=O	-4	-8	0	1	-1	-9	3	0	10
COc1ccccc1C(=O)C1CCCN(Cc2ccc3c(c2)OCCO3)C1 (stereo not drawn)	-3	-7	-5	1	.	-2	-2	0	5
O=C(Cc1c[nH]c2ccccc12)NCc1ccc(Cl)cc1Cl	-18	-5	-2	-12	-4	-17	2	0	6
CCCc1cc(=O)n2[nH]c(C)cc2n1	-7	-12	5	-8	-3	19	-1	-2	6
Cc1ccc(CCNC(=O)C2CCCN(S(=O)(=O)c3c(C)noc3C)C2)cc1 (stereo not drawn)	11	1	-2	13	-6	-4	0	-2	20
CSc1ccccc1NC(=O)c1ccoc1C	-7	10	-3	-7	-5	-7	0[fluorescence artefact?]	0	-8
O=C(c1cc(N2C(=O)C3C4CCC(C4)C3C2=O)ccc1Cl)N1CCN(c2ccc(F)cc2)CC1 (stereo not drawn)	8	2	-3	3	2	-13	-2	-2	10
COc1cccc2cc(C(=O)OC3CCN(C)CC3)c(=O)oc12	3	-21	2	5	-9	-2	-1	0	12
COCCNC(=O)Cn1cc(C(=O)c2ccco2)c2ccccc21	1	-4	5	-8	7	3	-2	-1	8
O=C(NC1CCCCC1)c1ccc(S(=O)(=O)c2ccccc2)cc1	-3	-6	-1	3	-2	0	0	-3	7
NC(=S)NNc1ccnc2cc(Cl)ccc12	-5	-3	-1	-15	11	-24	-1	1	5
Clc1ccccc1OCc1nc(-c2ccncc2)no1	7	-2	-4	1	8	8	-1	2	5
COc1cccc(NC(=O)Cc2c(O)c3ccccc3[nH]c2=O)c1	1	-7	5	-10[fluorescence artefact?]	-4	3	2[fluorescence artefact?]	-1	8
Cc1ccc(C)c(Cn2c(O)c(N=NC(=S)Nc3ccccc3F)c3ccccc32)c1	0	-7	3	-13	-17	-22	-5	-3	9
CN(C(=O)CSc1nc(N)c2c3c(sc2n1)CSC(C)(C)C3)c1ccccc1	4	4	2	-1	-5	-3	0	3	10
COc1ccc(N=C2NC(=O)C(CC(=O)NCCc3ccc(OC)c(OC)c3)S2)cc1 (stereo not drawn)	-3	-5	4	59	6	2	2	2	0
O=C(Cn1c(=S)nc2ccccn21)N1CCc2ccccc2C1	-8	-14	3	-4	8	-5	8	2	-1
CCOC(=O)Cc1nc2nc(C)cc(C)n2n1	-1	-6	7	-8	-2	3	-2	1	11
